TMEM16A act: mouse TMEM16A channel activation, primary screen; Q8BHY3; hit rate 0.3% among 340,000; B-score at 10 µM; HEK293 TMEM16A/YFP-H148Q/I152L, iodide quench fluorescence; active compounds read low; AID 623877;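 active means fluorescence-ratio B-score plate-corrected deviation score at least 3 library SD below zero, with starting fluorescence score within 5 deviations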;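 further: channel opened by trigger with iodide after compound preincubation; score built on the fluorescence ratio of max minus min over baseline; more negative score means more quench and so TMEM16A activation or potentiation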
TRPC4 potent: allosterically enhances the mouse TRPC4 cation channel; HEK293 TRPC4beta/mu-opioid, DAMGO EC20, Fluo-4 Ca2+ flux; active compounds read high; B-score at 10 µM; hit rate 0.42% among 310,000;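 active means B-score of calcium response area above 5 SD of library B-scores, with initial fluorescence ratio within 5 SD of library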;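 further: B-score of integrated fluorescence ratio over time as area under calcium response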
Target sequence (Q9QUQ5 whole entry, looked up): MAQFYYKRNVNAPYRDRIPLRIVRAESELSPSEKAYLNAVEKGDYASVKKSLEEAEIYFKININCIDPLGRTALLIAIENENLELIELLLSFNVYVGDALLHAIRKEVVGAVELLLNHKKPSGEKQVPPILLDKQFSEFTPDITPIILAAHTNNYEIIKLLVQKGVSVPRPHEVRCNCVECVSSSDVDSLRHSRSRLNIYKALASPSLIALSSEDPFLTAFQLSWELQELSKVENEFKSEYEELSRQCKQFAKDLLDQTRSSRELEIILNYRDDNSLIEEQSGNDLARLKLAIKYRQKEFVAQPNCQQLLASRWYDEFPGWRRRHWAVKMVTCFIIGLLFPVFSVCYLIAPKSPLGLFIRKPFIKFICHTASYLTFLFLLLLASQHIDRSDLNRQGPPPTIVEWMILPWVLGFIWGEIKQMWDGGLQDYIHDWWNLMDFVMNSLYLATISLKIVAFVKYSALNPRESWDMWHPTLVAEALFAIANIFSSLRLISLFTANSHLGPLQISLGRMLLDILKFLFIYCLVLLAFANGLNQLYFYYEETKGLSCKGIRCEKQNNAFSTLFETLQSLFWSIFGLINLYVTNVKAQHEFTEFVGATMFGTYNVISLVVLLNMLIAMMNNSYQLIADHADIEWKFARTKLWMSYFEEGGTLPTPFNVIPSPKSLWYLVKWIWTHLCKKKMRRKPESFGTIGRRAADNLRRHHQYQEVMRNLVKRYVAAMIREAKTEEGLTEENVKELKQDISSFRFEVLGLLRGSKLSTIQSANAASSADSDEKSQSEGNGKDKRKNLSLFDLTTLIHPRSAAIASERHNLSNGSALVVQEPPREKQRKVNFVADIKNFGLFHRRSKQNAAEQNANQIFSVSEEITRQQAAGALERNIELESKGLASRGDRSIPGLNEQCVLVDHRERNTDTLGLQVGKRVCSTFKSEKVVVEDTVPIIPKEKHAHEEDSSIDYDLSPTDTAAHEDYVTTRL
ANO1 block: blocks the mouse calcium-activated chloride channel TMEM16A | Q8BHY3 | HEK293 TMEM16A/YFP iodide influx fluorescence, ionomycin | normalized B-score (activity score, 25-100; higher = stronger inhibition) at 10 µM | hit rate 1.2% among 310,000 | AID 588511;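 active means ratio plate-corrected score three or more library SD toward inhibition, starting fluorescence score within five deviations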;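 further: score derived from kinetic fluorescence span divided by baseline fluorescence per well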
SKKanGAS inh: SKKanGAS growth inhibition. S. pyogenes SKKanGAS, kanamycin growth, BacTiter-Glo, 6 h. inhibition, % at 7.5 µM. hit rate 1.3% among 300,000. AID 1662;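 active means mean replicate score, as percent of positive control median, at least 50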;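 further: strain carries kanamycin resistance gene driven by streptokinase promoter and grows in 40 µg/ml kanamycin; loss of luminescence reflects streptokinase promoter inhibition or plain growth inhibition; 0% = median of DMSO wells and 100% = positive control at its reference dose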
MrgX1 PAM: allosterically activates human MrgX1 receptor signaling. MrgX1-HEK293, Fluo-4 calcium flux, FDSS; active compounds read high. B-score at 10 µM. hit rate 0.63% among 310,000. AID 588675;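 active means plate-corrected calcium response at least 3 library SD above typical, normal starting fluorescence, not activating the receptor alone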;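 further: compound read alongside a low EC10 to EC30 dose of BAM8-22 agonist; peak minus trough fluorescence over baseline measured at the second addition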
MrgX1 antag: blocks BAM8-22 activation of human MrgX1 receptor; MRGX1-HEK293 calcium flux, Fluo-4, BAM8-22 antagonism; active compounds read low; Q96LB2; B-score at 10 µM; hit rate 1.3% among 310,000;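 active means calcium-response B-score plate-corrected more than 3 library SD below zero, starting fluorescence within 5 deviations, no agonist response on first addition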;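 further: peak minus trough fluorescence over baseline after final BAM8-22 challenge near maximal dose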
TRPC6 inh: inhibitors of mouse TRPC6 channel | hit rate 1.1% among 310,000 | HEK293-TRPC6, membrane potential dye, ACh-evoked depolarization; active compounds read low | Q61143 | B-score at 10 µM;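 active means B-score under library mean minus 3 SD, initial fluorescence not abnormally high, positive integrated signal ratio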;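 further: B-score derived from integrated fluorescence ratio over the kinetic read; more negative B-score means stronger inhibition of depolarization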
TRPC6 act: mouse TRPC6 channel activation; Q61143; HEK293-TRPC6 membrane potential dye fluorescence; active compounds read high; B-score at 10 µM; AID 2550; hit rate 0.13% among 310,000;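 active means B-score of the integrated fluorescence ratio above library mean plus 3 SD, and starting fluorescence ratio within library mean plus 5 SD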;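 further: higher score means more depolarization so channel activation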
TRPC4 block: inhibitors of mouse TRPC4 channel; AID 2247; HEK293 TRPC4beta/mu-opioid, DAMGO-evoked Fluo4 calcium flux; active compounds read low; hit rate 0.39% among 300,000; Q9QUQ5; B-score at 10 µM;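 active means B-score over 3 SD under the library average, no early fluorescence shift, positive overall ratio signal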
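System: stable TRPC4beta/mu-opioid receptor HEK293 cells; Dosing: single-point compound dosing; Measured by: Fluo4 Ca2+ flux fluorescence; Read-out basis: per-well B score of integrated baseline-normalized Fluo4 ratio.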
MrgX1 agonist: agonists of human MrgX1 receptor | Q96LB2 | MrgX1-HEK293 cells, Fluo-4 calcium fluorescence, agonist mode; active compounds read high | B-score at 10 µM | hit rate 0.44% among 310,000 | AID 588627;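 active means calcium response B-score plate-corrected fluorescence ratio at least 3 library SD, with starting fluorescence B-score inside 5 SD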
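Test system: Stable human MrgX1 HEK293 cell line | Schedule: Overnight plating before 1 h dye loading | Read-out basis: Baseline-normalised fluorescence change ratio, B-scored | Detection: Kinetic calcium dye fluorescence, Fluo-4 NW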
TRPC4 act: TRPC4 (mouse) channel activation; B-score at 10 µM; HEK293 TRPC4beta/mu-opioid, Fluo4 calcium fluorescence; active compounds read high; hit rate 0.49% among 310,000; Q9QUQ5;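 active means B-score above 5 SD of library B-scores, and initial fluorescence ratio not above library mean plus 5 SD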;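 further: positive B-score marks a calcium rise read as TRPC4 activation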
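Test system: HEK293 cells stably co-expressing mouse TRPC4beta and mu-opioid receptor | Schedule: Fluo4 dye loading 45 min at room temperature, 110 s recording | Measured by: Kinetic Fluo4 calcium fluorescence, 5 s baseline at 1 Hz | Evaluation: B score of integrated ratio | Controls: Buffer (low) and maximal DAMGO (high)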
Starred values were filed as active, the others as inactive; i = inactive; . = not tested or not shown.

Screens in order: TMEM16A act | TRPC4 potent | ANO1 block | SKKanGAS inh | MrgX1 PAM | MrgX1 antag | TRPC6 inh | TRPC6 act | TRPC4 block | MrgX1 agonist | TRPC4 act
- CCN1CCN(C(CC(C)C)c2nnnn2CS(=O)(=O)c2ccc(C)cc2)CC1 (configuration not stated)
 : i | i | i | 2.0 | i | i | i | i | i | i | i
- CCOC(=O)c1cc2cc([N+](=O)[O-])cc(OC)c2oc1=O
 : i | i | i | 3.2 | i | i | i | i | i | i | i
- Cc1ccc(NC(=O)CO/N=C/c2ccc(N(C)C)cc2)cc1
 : i | i | i | -11.5 | i | -4.76* | i | i | i | i | i
- C#CCOCCOCCOCCNc1nc(N2CCN(C(=O)[C@H](Cc3cc4ccccc4[nH]3)n3cc([C@@H](N)C(C)CC)nn3)CC2)nc(N2CCN(C(=O)[C@H](CCCCN)n3cc([C@@H](N)CC(C)C)nn3)CC2)n1 (some centres not stated)
 : . | i | i | 8.7 | i | i | i | i | i | i | i
- CCN1CCN(S(=O)(=O)c2ccc(OC)c(NC(=O)c3ccccc3)c2)CC1
 : i | i | i | -2.6 | i | i | i | i | i | i | i
- Cc1cccc(-c2noc(CCCC(=O)Nc3cccnc3)n2)c1
 : i | i | i | -12.6 | i | i | i | i | i | i | i
- Cc1ccc(OCCC(=O)O)cc1
 : i | i | i | -9.0 | i | i | i | i | i | i | i
- CCC(=O)Nc1nc2ccc(S(C)(=O)=O)cc2s1
 : i | i | i | -1.6 | i | i | i | i | i | i | i
- CC(C)OC(=O)CSc1nnc(CNc2nc(-c3ccccc3)cs2)n1C
 : i | i | i | -1.6 | i | i | i | i | i | i | i
- COc1ccccc1CNC(=O)CN1CCN(c2ccc(C(C)=O)cc2)CC1
 : i | i | i | -7.5 | i | i | i | i | i | i | i
- COc1cc(C(=O)NCc2ccc(C)cc2)ccc1OCc1c(C)noc1C
 : i | i | i | -5.3 | i | i | i | i | i | i | i
- COc1ccc(Cc2nc3ccc(C(=O)NCC(C)(C)OC)cc3o2)cc1
 : i | i | i | -3.0 | i | -6.31* | i | i | i | i | i
- Cc1ccc(CSc2nc3c(c(SCC(=O)O)n2)CCCC3)cc1
 : i | i | i | 13.7 | i | i | i | i | i | i | i
- O=C(Nc1ccc(Br)cc1)c1cc([N+](=O)[O-])cc([N+](=O)[O-])c1
 : i | i | i | 12.9 | i | i | i | i | i | i | i
- Cc1ccc2nc(-c3ccccn3)c(Nc3ccccc3C)n2c1
 : i | i | i | 92.5* | i | i | i | i | i | i | i
- COc1ccc(C(=O)N2CCCCCC2)cc1S(=O)(=O)N1CCOCC1
 : i | i | i | -2.9 | i | i | i | i | i | i | i
- CC(C)(CNC(=O)c1ccc([N+](=O)[O-])c(Cl)c1)CNC(=O)c1ccc([N+](=O)[O-])c(Cl)c1
 : i | i | 100* | -4.6 | i | i | i | i | i | i | i
- O=C1NC(c2ccc(O)cc2)Nc2ccccc21 (configuration not stated)
 : i | i | i | -3.5 | i | i | i | i | i | i | i
- O=C1c2ccccc2C(=O)N1CCCSc1nc2ccccc2o1
 : i | i | i | 12.6 | i | i | i | i | i | i | i
- O=C(C1CCC(=O)N(C2CCCC2)C1)N1CCC(Oc2ccccc2Cl)CC1 (configuration not stated)
 : i | i | i | -2.2 | i | i | i | i | i | i | i
- O=C(Nc1ccc2c(c1)oc1ccccc12)C1CC1
 : i | i | i | -3.4 | i | i | i | i | i | i | i
- CC(Sc1nc2ccccc2c(=O)n1CC1CCCO1)C(=O)NC(C)c1ccccc1 (configuration not stated)
 : i | i | i | 2.0 | i | i | i | i | i | i | i
- N/C(=N\OC(=O)C1CCCCC1)c1cccc(Br)c1
 : i | i | i | 9.6 | i | i | i | i | i | i | i
- Cc1[nH]n(-c2ccc([N+](=O)[O-])cc2)c(=O)c1C=NCCc1ccc(S(N)(=O)=O)cc1
 : i | i | i | 10.8 | i | i | i | i | i | i | i
- CC(NC(=O)c1cc(=O)[nH]c2ccc(Br)cc12)c1ccccc1 (configuration not stated)
 : . | i | i | -1.9 | i | i | i | i | i | i | i
- COc1ccccc1OCC(=O)NCC(C)NC(=O)COc1ccccc1OC (configuration not stated)
 : i | i | i | -8.4 | i | i | i | i | i | i | i
- Cc1cc(CN2C(=O)c3ccccc3C2=O)cc(N2CCOCC2)c1
 : i | i | i | -7.5 | i | i | i | i | i | i | i
- Cc1ccc(-c2ccc(C(=O)O)o2)cc1Cl
 : i | i | i | -9.0 | i | i | i | i | i | i | i
- C[C@]12CC[C@@H]3c4ccc(O)cc4CC[C@H]3[C@@H]1CC[C@@H]2OC(=O)CCC1CCCC1
 : i | i | i | 111.4* | i | i | i | i | i | i | i
- c1cc2c3c(cccc3c1)NC(c1ccc3c(c1)OCO3)N2
 : i | i | i | 22.2 | i | i | i | i | i | i | i
- CCCCn1c(=O)[nH]c(=O)c2c1nc(-c1ccc(OCCC)c(OCC)c1)n2CCOC
 : i | i | i | 2.0 | i | i | i | i | i | i | i
- Cc1cccc(NC(=O)CCC(=O)N/N=C/c2cc([N+](=O)[O-])ccc2O)c1
 : i | i | i | -28.4 | i | i | i | i | i | i | i
- COc1cc(=O)oc(-c2ccccc2)c1C(C)=O
 : i | i | i | 0.5 | i | i | i | i | i | i | i
- O=C(COC(=O)c1ccc(-c2ccc([N+](=O)[O-])cc2)o1)NC(=O)NC1CCCCC1
 : i | i | i | 23.3 | i | i | i | i | i | i | i
- Cc1ccc(-c2nc3ccccc3[nH]2)cc1N
 : i | i | i | 17.4 | i | i | i | i | i | i | i
- O=S(=O)(Nc1ccc(Cc2ccncc2)cc1)c1ccc(Br)s1
 : i | i | i | 18.7 | i | i | i | i | i | i | i
- COc1ccc(C(=O)O)cc1S(=O)(=O)NC(C)C
 : i | i | i | -8.2 | i | i | i | i | i | i | i
- CC(C)CSc1nnc2c(n1)[nH]c1ccccc12
 : i | i | i | -9.0 | i | i | i | i | i | i | i
- CCc1ccc(N(C2C=CS(=O)(=O)C2)S(=O)(=O)c2ccccc2)cc1 (configuration not stated)
 : i | i | i | 3.9 | i | i | i | i | i | i | i
- O=C(COC(=O)CCc1ccccc1)NC12CC3CC(CC(C3)C1)C2
 : i | i | i | 0.4 | i | i | i | i | i | i | i
- CCN(CC(=O)NCc1ccc(Cl)cc1)C(=O)CN1C(=O)NC(CC)(c2ccccc2)C1=O (configuration not stated)
 : i | i | i | 4.3 | i | i | i | i | i | i | i
- CCc1nnc(N/N=C/c2c(C)[nH]c3ccccc23)n1N
 : i | i | i | 4.3 | i | i | i | i | i | i | i
- CCC(=O)Nc1nnc(SCC(=O)N2c3ccccc3CC2C)s1 (configuration not stated)
 : i | i | i | 4.2 | i | i | i | i | i | i | i
- Cc1ccc(-c2nc3ncccc3o2)cc1NC(=O)c1ccc([N+](=O)[O-])o1
 : i | i | i | 32.2 | i | i | i | i | i | i | i
- Cc1ccc(NC(=O)c2cccs2)cc1NC(=O)c1ccco1
 : i | i | i | 1.5 | i | i | i | i | i | i | i
- FC(F)(F)c1ccccc1CN1CCCC(N2CCN(c3ccccc3)CC2)C1 (configuration not stated)
 : i | i | i | 1.2 | i | i | i | i | i | i | i
- CCOc1ccc(N(CC(=O)NCCSc2ccccn2)S(C)(=O)=O)cc1
 : i | i | i | -5.9 | i | i | i | i | . | i | i
- OC(CCN1CCCCC1)(c1ccccc1)C1CCCCC1 (configuration not stated)
 : i | i | i | -4.1 | i | i | -5.18* | i | i | i | i
- CCOC(=O)C1=NNC2(c3ccc(C)cc3)C(=O)N(c3ccccc3)C(=O)C12 (configuration not stated)
 : i | i | i | 2.6 | i | i | i | i | i | i | i
- CC(C)(C)NS(=O)(=O)c1cc(C(=O)Nc2sccc2C#N)ccc1Cl
 : i | i | i | 21.3 | i | i | i | i | i | i | i

New compounds follow.
Screens in order: TMEM16A act | TRPC4 potent | ANO1 block | SKKanGAS inh | MrgX1 PAM | MrgX1 antag | TRPC6 inh | TRPC6 act | TRPC4 block | MrgX1 agonist | TRPC4 act
- CCOC(=O)c1cc(NC(=O)c2ccc(C)cc2)c(=O)oc1C(F)(F)F
 : i | i | i | 7.2 | i | i | i | i | i | i | i
- COCCCNc1nc2c(c(=O)n(Cc3cccc(Br)c3)c(=O)n2C)n1C
 : i | i | i | 6.9 | i | i | i | i | i | i | i
- O=C(CCC1CCCC1)NCCCNC(=O)CCC1CCCC1
 : i | i | i | -7.3 | i | i | i | i | i | i | i
- Cn1c(/C=N/Nc2nc3ccccc3[nH]2)nc2ccccc21
 : i | i | i | -24.6 | i | i | -9.65* | i | i | i | i
- CCCCN1CC[C@H]2C=CC[C@@H](C(=O)N3CCN(c4ccccc4)CC3)[C@H]2C1=O
 : i | i | i | 5.2 | i | i | i | i | . | i | i
- CCCc1nnc(SCC(=O)Nc2cccc(Cl)c2Cl)o1
 : i | i | i | 2.3 | i | i | i | i | i | i | i
- Cc1cc(C)cc(NC(=S)Nc2ccc3cn[nH]c3c2)c1
 : i | i | i | -11.5 | i | i | i | i | i | i | i
- CC(C)CCC1CC(CSC(=N)N)OC1=O (configuration not stated)
 : i | i | i | -4.0 | i | i | i | i | i | i | i
- Cc1ccc(SCC(=O)Nc2nccs2)cc1
 : i | i | i | -5.4 | i | i | i | i | i | i | i
- COc1ccc(C2SCCN2S(=O)(=O)c2ccc(NC(C)=O)cc2)cc1 (configuration not stated)
 : i | i | i | 4.3 | i | i | i | i | i | i | i
- CCc1ccc(-c2nc3ccc(Br)cc3c(C(=O)O)c2C)s1
 : i | i | i | 3.6 | i | i | i | i | i | i | i
- CC(c1ccco1)N(C(=O)COc1ccc(Cl)cc1)c1ccccn1 (configuration not stated)
 : i | . | i | . | i | i | . | . | . | i | .
- CCc1nc(NCCN2CCOCC2)c(C#N)c2c1CCCC2
 : . | i | i | 4.3 | i | i | i | i | i | i | i
- COC(=O)c1ccccc1S(=O)(=O)N1CCC(C(=O)OC(C)C(=O)NC(N)=O)CC1 (configuration not stated)
 : i | i | i | 5.3 | i | i | i | i | i | i | i
- COc1ccc(NC(=O)C2OCCc3ccccc32)c(OC)c1 (configuration not stated)
 : i | i | i | -4.2 | i | i | i | i | i | i | i

Outcome played no part in choosing rows; 6.7% or so of the library scored in one or more.
